Mtb RmlCD inh = M. tuberculosis RmlC/RmlD coupled enzyme inhibitors, primary screen, biochemical, compound mixtures, 384-well, from 1536-well plates | RmlC+RmlD coupled enzyme assay, percent inhibition; primary screen in compound mixtures | inhibition, % at 3.6 µM | actives 0.03% (n = 160,000); in the data active = inhibition mostly above about 34%, no sharp cut-off; note: some results filed as inactive read as strong as hits
Target sequence (P9WH09 whole entry, looked up): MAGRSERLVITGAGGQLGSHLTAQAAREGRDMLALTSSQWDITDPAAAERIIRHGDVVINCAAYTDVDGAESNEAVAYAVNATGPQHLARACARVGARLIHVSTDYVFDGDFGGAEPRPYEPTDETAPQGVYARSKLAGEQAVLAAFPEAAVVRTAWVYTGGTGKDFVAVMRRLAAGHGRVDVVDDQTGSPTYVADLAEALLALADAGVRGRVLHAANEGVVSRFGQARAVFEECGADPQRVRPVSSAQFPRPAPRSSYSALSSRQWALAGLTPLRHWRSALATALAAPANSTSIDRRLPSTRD
Target sequence (P9WH11 whole entry, looked up): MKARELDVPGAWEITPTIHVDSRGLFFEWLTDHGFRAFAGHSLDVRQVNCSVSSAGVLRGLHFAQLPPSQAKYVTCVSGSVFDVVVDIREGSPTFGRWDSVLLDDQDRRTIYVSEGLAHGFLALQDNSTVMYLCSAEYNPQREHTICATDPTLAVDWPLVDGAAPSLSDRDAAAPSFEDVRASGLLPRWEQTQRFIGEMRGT
GlmU inhibition = inhibition of mycobacterial GlmU enzyme – biochemical, glucosamine-1-phosphate acetyltransferase (AID 1376); Bifunctional protein GlmU (Mycobacterium tuberculosis (strain ATCC 25618 / H37Rv)); actives 0.25% (n = 220,000); M. tuberculosis GlmU acetyltransferase enzyme assay; higher % means a stronger effect; one-dose inhibition, %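 (tested at 30 µM in the primary screen)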; IC50 in µM for titrated hits; in the data active = inhibition above about 13%;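 note: 0% = complete reaction with vehicle and 100% = reaction without substrate; strong numbers were not always called active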
An asterisk follows results filed as active; / = no result given.

SMILES | Mtb RmlCD inh | GlmU inhibition
C/C(CC(=O)Nc1ccccc1)=N\NC(=O)COc1ccc(C)cc1Br | / | -0.9%
CNC(=O)N(O)C1N(NC(=O)Nc2cccc3ccccc23)C(=S)SC1(C)C (stereo not drawn) | 1 | 0.8%
CCOc1ccc(C2C(C#N)=C(N)Oc3cc(C)oc(=O)c32)cc1 (stereo not drawn) | -9 | -0.5%
COc1ccc(C(OC(=O)c2c(C)noc2C)C(=O)NC2CCCC2)cc1 (stereo not drawn) | -10 | 2.7%
CCO[C@@H]1OC(C(=O)N2CCN(Cc3ccc4c(c3)OCO4)CC2)=C[C@H](c2ccc3c(c2)OCO3)[C@H]1CCCO | / | -6.4%
Cc1cc(C)nc(NC(=O)CSc2nnnn2-c2ccccc2)n1 | 6 | /
CCOc1cc(Br)c(/C=C2/C(=O)N(C)C(=S)N2CC(=O)OC)cc1OC | 5 | 1.4%
c1ccc(OCc2nnc3sc(-c4cccs4)nn23)cc1 | 4 | 9.7%
COC(=O)CSc1nc2ccc(C)cc2[nH]1 | 11 | 3.4%
Cc1noc(C)c1S(=O)(=O)Nc1ccc(C(=O)N2CCc3ccccc3C2)cc1 | 5 | -2.5%
Cc1cccc(Cl)c1NNC(=O)Nc1c([N+](=O)[O-])c(C)nn1C | 22 | -1.3%
O=C(c1ccccc1)c1nnc(-c2ccccc2F)o1 | 8 | 3.5%
CCC(=NCc1ccc2c(c1)OCO2)c1c(O)n(C)c(=O)n(C)c1=O | -5 | -1.1%
CC(Cc1ccccc1)NC(N)=O (stereo not drawn) | 5 | 0.6%
Cc1cccc2cc(C3CC(c4cccs4)=NN3C(=O)CCC(=O)O)c(Cl)nc12 (stereo not drawn) | / | -2.2%
Cc1c(C(=O)Nc2ccc(OCc3ccccc3)cc2)cccc1[N+](=O)[O-] | 13 | 1.9%
NC(=O)C1=C[C@H](c2csc3ccccc23)C[C@H](OCc2ccc(CO)cc2)O1 | / | 1.2%
CC(=O)Nc1cccc(C(=O)OC(C(=O)c2ccc(C)c(C)c2)c2ccccc2)c1 (stereo not drawn) | 7 | 4.8%
CSc1nsc(SCC(=O)N2CCc3ccccc32)n1 | 5 | 0.6%
CCCCc1nc2n[nH]c(N)c2c2c1CSC(C)(C)C2 | 13 | 7.1%
COc1nc2c(C)cccc2cc1-c1noc(-c2ccco2)n1 | 15 | 1.6%
Cc1cc(C)c2c(N)c(C(=O)NCc3ccco3)sc2n1 | / | -1.2%
O=C(c1ccncc1)N1N=C(C2CCCCC2)CC1(O)C(F)(F)F (stereo not drawn) | -15 | 0.8%
COc1ccc(CNC(=O)C(c2ccc(C)cc2)N(Cc2cccs2)C(=O)c2ccc3c(c2)OCCO3)cc1 (stereo not drawn) | / | 5.4%
Cc1ccc(NC(=O)c2cnc3ccccc3n2)cc1C | / | -2.3%
Following part
SMILES | Mtb RmlCD inh | GlmU inhibition
O=C(Nc1ccc(F)cc1)c1sc2cc(C(F)(F)F)cnc2c1-c1cccs1 | / | -0.9%
COc1cc2cc(Oc3ccc4ccc(=O)oc4c3)c(=O)oc2cc1O | / | 3.6%
CC(C)[C@H](NC(=O)Nc1cccc(C(F)(F)F)c1)C(=O)O | 8 | -3.5%
CC(C)(C)c1ccc(-c2nnc(N)o2)cc1 | / | 6.4%
COc1ccccc1CNC(=O)C(NS(=O)(=O)c1ccc2c(c1)OCCO2)C(C)C (stereo not drawn) | 32 | -7.0%
C/C(CC(=O)N(C(C)C)C(C)C)=N\NC(=O)c1ccccc1Br | / | -3.1%
CCC(C)NS(=O)(=O)c1ccc(OCC(=O)N2CCCC2)cc1 (stereo not drawn) | / | 2.1%
O=C1Nc2ccccc2S/C1=C\C(=O)N1CCCC1 | 7 | /
COc1ccc(OC)c(N2C(=O)CC(Cc3cc(C)cc(C)c3)C2=O)c1 (stereo not drawn) | / | -0.6%
C=CCN1C(=O)/C(=C/c2cc(C)n(-c3ccccn3)c2C)C(=O)NC1=S | 3 | 2.0%
CC1(C2CC2)NC(=O)NC1=O (stereo not drawn) | 10 | 8.8%
Cc1cc(NC(=O)CCCn2nc(C)c([N+](=O)[O-])c2C)no1 | -9 | 2.2%
Cc1cc(C)cc(-n2c(C)nc3cc(C(=O)O)ccc32)c1 | 4 | -1.9%
CCCCCC(=O)NC(NC(=S)NC1CCS(=O)(=O)C1)C(Cl)(Cl)Cl (stereo not drawn) | / | -0.4%
Fc1ccc(-c2ccnc3nc(N4CCN(c5ccccc5)CC4)nn23)cc1 | -8 | -0.6%
O=[n+]1c2c(n([O-])c3ccccc31)CCCC2 | 11 | 0.4%
COc1cc(/C=C(\C#N)C(=O)c2c(C)[nH]c3ccccc23)cc(OC)c1OC | 1 | 0.3%
CCCNC(=O)NC(=O)CSc1ccc2c(c1)OCCO2 | / | -1.7%
Cc1ccc(S(=O)(=O)N2CCCOC2CNC(=O)C(=O)NCCCn2ccnc2)cc1 (stereo not drawn) | -7 | 1.7%
CCc1cc2c(cc3c(=O)n(CC(=O)NCCCN4CC(C)CC(C)C4)ncn32)s1 (stereo not drawn) | / | -1.3%
O=C(Oc1coc(CSc2nnc(NC(=O)C3CC3)s2)cc1=O)c1ccccc1 | 10 | 2.7%
CCN1CCN(C(=O)COc2ccc3c(c2)C(=O)CC2(CCN(C(C)=O)CC2)O3)CC1 | 14 | -2.4%
c1cnc2ncc3sccc3c2c1 | -11 | 5.3%
COc1ccc(OC)c(-c2csc(NC(=O)C3c4ccccc4Oc4ccccc43)n2)c1 | -5 | 1.1%
COc1ccc(Nc2cc(C)nc(NCc3ccccc3)n2)cc1 | -8 | -4.4%

Part of the list above in order of SMILES length, smallest number first:
SMILES | Mtb RmlCD inh | GlmU inhibition
c1cnc2ncc3sccc3c2c1 | -11 | 5.3%
Cc1cc(NC(=O)CCCn2nc(C)c([N+](=O)[O-])c2C)no1 | -9 | 2.2%
COc1cc(/C=C(\C#N)C(=O)c2c(C)[nH]c3ccccc23)cc(OC)c1OC | 1 | 0.3%

Continued.
SMILES | Mtb RmlCD inh | GlmU inhibition
CC(C)CN1CCN(CC#Cc2ccccc2)CC1CCO (stereo not drawn) | 3 | -2.9%
COc1cc(-c2[nH]ncc2CN(C)Cc2cc(C)[nH]n2)cc(OC)c1OC | 4 | 2.7%
O=C(O)c1ccc2c(c1)OCCO2 | -7 | -0.3%
Cc1c(NC(=O)C(C)Sc2nc3ccccc3c(=O)n2CCO)c(=O)n(-c2ccccc2)n1C (stereo not drawn) | / | -3.1%
CCSC1=N/C(=C/c2ccsc2)C(=O)N1c1ccccc1 | -6 | 1.9%
N#CC1=C(N)OC2=C(CC/C2=C\c2ccccc2Cl)C1c1ccccc1Cl (stereo not drawn) | -5 | 4.0%
C=CCN(C(=O)Nc1ccc(F)cc1)C1CC(=O)N(c2ccc(OC)cc2)C1=O (stereo not drawn) | -2 | 7.0%
COc1ccc(C(=O)OCCN2C(=O)c3ccccc3C2=O)cc1 | 10 | -0.3%
CC(C)C(=O)N1CCN(c2ccc(NC(=O)c3cccs3)cc2Cl)CC1 | 4 | 0.5%
Cc1ccc(C)c(NC(=O)c2ccccc2NC(=O)C2CCCO2)c1 (stereo not drawn) | 9 | 0.6%
Cc1ccc(OCC(=O)NNC(=O)C2CCN(c3nc(C)cc(C)n3)CC2)cc1 | -5 | -4.4%
CCC(C)N1C(=O)/C(=C\c2ccc(N3CCCCCC3)cc2)C(=O)NC1=S (stereo not drawn) | 5 | 10%
COc1ccc(OC)c(/C=N/c2oc(-c3ccco3)c(-c3ccco3)c2C#N)c1 | / | -1.3%
COc1cccc(NC(=O)Nc2cc(NC(=O)Nc3cccc(OC)c3)c(C)nc2C)c1 | 6 | 6.5%
CC/C(C)=C1\SC(N2CCN(c3cccc(C(F)(F)F)c3)CC2)=NC1=O | / | -3.0%
CN(Cc1ccccc1)Cc1c[nH]c2ccccc12 | 3 | 0.7%
Cc1ccccc1Nc1nnc(SCC(=O)c2cc3ccccc3o2)s1 | 17 | -8.1%
O=C(CCc1ccccc1)Nc1ccccc1F | -17 | -3.1%
CCOc1cc(CNCCCN2CCOCC2)ccc1OCC(=O)NC(C)(C)C | / | -2.2%
Cc1cc(C)c(C)c(S(=O)(=O)Nc2ccccc2C(=O)NCCCn2ccnc2)c1C | 8 | 1.2%
N/C(=N\OC(=O)c1cccs1)c1cccc(Br)c1 | 8 | -1.5%
CN1CCC(=C2c3ccccc3C(O)c3ccccc32)CC1 (stereo not drawn) | 13 | 3.8%
Cc1nnc(SCC(=O)c2ccc(Cl)cc2)n(N)c1=O | -13 | 3.2%
CC1CC(C)CN(CC(O)COCCOc2ccc(Br)cc2)C1 (stereo not drawn) | 61 | -0.4%
CC(=O)Nc1cccc(C(=O)Nc2cccnc2)c1 | / | -3.4%
The list goes on.
SMILES | Mtb RmlCD inh | GlmU inhibition
COC(=O)c1ccc(NC(=O)c2sc3nc(-c4ccccc4)cn3c2C)cc1 | / | 11%
C[N+]1(CC(O)COCC2COc3ccccc3O2)CCOCC1 (stereo not drawn) | -13 | -3.9%
CC(=O)NC1=NC(=O)/C(=C/N2CCCCC2)S1 | -11 | -2.5%
Cc1nn(Cc2ccc(F)cc2)c(C)c1NC(=O)c1noc2c1CCCCC2 | 8 | 2.1%
CC1CCCN(C(=O)Cn2c(-c3nonc3N)nc3ccccc32)C1 (stereo not drawn) | 0 | 0.7%
CS(=O)(=O)NCCSCc1c(Cl)cccc1Cl | / | 3.2%
CCOc1cc(NC(=S)NCC2CCCO2)c(OCC)cc1NC(=O)CC (stereo not drawn) | 17 | -1.1%
CCCCSc1c(C)c2cc3c(cc2[nH]c1=O)OCO3 | / | 1.0%
c1ccc2cc(Sc3ncnc4c3oc3ccccc34)ccc2c1 | -8 | -3.0%
CCOc1ccc(/C=C2\CCc3ccccc3C2=O)cc1 | / | 6.5%
O=C(CCn1cnc2ccccc2c1=O)Nc1nc(-c2ccc(Br)cc2)cs1 | -6 | -0.8%
Cc1nc2ccccc2c(=O)n1NC(=O)c1ccc(F)cc1Cl | -4 | 3.0%
CCN1CCN(S(=O)(=O)c2cccc(S(=O)(=O)N3CCOCC3)c2)CC1 | 6 | -0.9%
COC(=O)c1cc2occc2n1Cc1nc(-c2ccccc2F)oc1C | / | -7.5%
CC(=O)Nc1cccc(NC(=O)Nc2cccc(F)c2)c1 | 4 | -1.3%
CCOc1ccc2nc(NC(=S)N(C)C)sc2c1 | -5 | -0.1%
O=C(/C=C/c1ccc2c(c1)OCO2)NCCSCc1ccc(Cl)cc1 | 1 | -0.5%
CCCCn1c(SCC(=O)c2ccc3c(c2)NC(=O)CO3)nc2cc(S(N)(=O)=O)ccc21 | 30 | -2.7%
COc1ccc(/C(N)=N/OC(=O)CSc2ccc(C)cc2)cc1OC | / | 4.5%
COc1ccc(C2C(C(=O)Nc3ccc(F)cc3)=C(C)Nc3nc(CCCO)nn32)cc1 (stereo not drawn) | 4 | 3.4%
O=[N+]([O-])c1ccc(COc2cccc(CNc3ccc(F)cc3)c2)cc1 | 9 | -1.0%
CC(=O)N(C)C(c1ccc(N(C)C)cc1)c1nnnn1-c1c(C)cccc1C (stereo not drawn) | / | -3.4%
CCOC(=O)C(NCc1ccc2c(c1)OCO2)(NC(=O)CC)C(F)(F)F (stereo not drawn) | 6 | 0.3%
Cc1nnc(-c2cccc(Br)c2)c2cn(-c3ccccc3Cl)nc12 | / | -0.6%
CC(O)CCc1nc2ccc(C(=O)O)cc2[nH]1 (stereo not drawn) | -11 | /
Continued:
SMILES | Mtb RmlCD inh | GlmU inhibition
Cc1ccc(S(=O)(=O)N2CCCC(C(=O)O)C2)s1 (stereo not drawn) | -5 | 0.3%
O=C(CSc1nnc(CN2CCOCC2)n1-c1ccccc1)Nc1ccc(Cl)cc1 | / | -1.3%
COC(=O)c1c(C)oc(C)c1S(=O)(=O)N1CCCCC1 | -4 | -1.3%
Oc1cccc(C2c3[nH]c4ccccc4c3CCN2Cc2cnn(-c3ccccc3)c2)c1 (stereo not drawn) | -14 | 1.4%
Cc1ccc(S(=O)(=O)NC(=O)c2ccc(-c3ccc(-c4ccccc4)cc3)o2)c(C)c1 | / | 1.6%
CCOC(=O)CSc1ncc(OC)c(Sc2ccc(Cl)cc2)n1 | -3 | -6.6%
Cc1ccccc1OCC(=O)N1N=C(C(F)(F)F)CC1(O)C(C)(C)C (stereo not drawn) | / | 5.4%

In the list so far, 14 contain two or more sulfur atoms:
SMILES | Mtb RmlCD inh | GlmU inhibition
CNC(=O)N(O)C1N(NC(=O)Nc2cccc3ccccc23)C(=S)SC1(C)C (stereo not drawn) | 1 | 0.8%
c1ccc(OCc2nnc3sc(-c4cccs4)nn23)cc1 | 4 | 9.7%
CSc1nsc(SCC(=O)N2CCc3ccccc32)n1 | 5 | 0.6%
O=C(Nc1ccc(F)cc1)c1sc2cc(C(F)(F)F)cnc2c1-c1cccs1 | / | -0.9%
CCCCCC(=O)NC(NC(=S)NC1CCS(=O)(=O)C1)C(Cl)(Cl)Cl (stereo not drawn) | / | -0.4%
O=C(Oc1coc(CSc2nnc(NC(=O)C3CC3)s2)cc1=O)c1ccccc1 | 10 | 2.7%
CCSC1=N/C(=C/c2ccsc2)C(=O)N1c1ccccc1 | -6 | 1.9%
Cc1ccccc1Nc1nnc(SCC(=O)c2cc3ccccc3o2)s1 | 17 | -8.1%
CS(=O)(=O)NCCSCc1c(Cl)cccc1Cl | / | 3.2%
CCN1CCN(S(=O)(=O)c2cccc(S(=O)(=O)N3CCOCC3)c2)CC1 | 6 | -0.9%
CCOc1ccc2nc(NC(=S)N(C)C)sc2c1 | -5 | -0.1%
CCCCn1c(SCC(=O)c2ccc3c(c2)NC(=O)CO3)nc2cc(S(N)(=O)=O)ccc21 | 30 | -2.7%
Cc1ccc(S(=O)(=O)N2CCCC(C(=O)O)C2)s1 (stereo not drawn) | -5 | 0.3%
CCOC(=O)CSc1ncc(OC)c(Sc2ccc(Cl)cc2)n1 | -3 | -6.6%

Source: PubChem BioAssay

This is a subset. The share of hits here may be higher or lower than overall.
